Assay outcomes deposited in PubChem BioAssay by National Center for Advancing Translational Sciences (NCATS).
p53ts 39C kill = qHTS Screen for Compounds that Selectively Target Cancer Cells with p53 Mutations: Cytotoxicity of p53ts Cells at the Nonpermissive Temperature; H1299-p53A138V viability at 39C, ATP luminescence, 24 h; Potency, µM (highest dose often 46.1 µM), for the others: at the highest dose activity change, negative = cell killing, hits mostly cytotoxic; 130,000 compounds, 1.5% hits; AID 902, 2007; also: nearly all actives have a fitted effect of over 55% in size
IkB signaling = IkB Signaling. ABC-DLBCL IkBa-CBG/CBR dual luciferase ratio, 4 h; response scale: scaled: untreated 0%, proteasome inhibitor 100%. Potency, µM (doses to about 57.1 µM), for the others: at the highest dose IkBa stabilization activation. 110,000 compounds, 0.04% hits. AID 445, 2006; active = well fitted curve in the direction sought with a large enough effect in the signal ratio, not every such curve was filed as active; inconclusive = small, poorly fitted or top-dose-only effect, or a change in a side signal; the % refers to the signal ratio;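 also: the direction sought is a rising ratio; 0% = basal untreated cells and 100% = reference inhibitor full response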
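Luminescence ratio of IκBα-fused green versus native red beetle luciferase in OCI-Ly3 cells, 4 h post-doxycycline with compound; red signal alone, scaled from basal (0%) to zero light (-100%), flagged nonspecific or cytotoxic effects.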
p53ts 32C kill = qHTS Screen for Compounds that Selectively Target Cancer Cells with p53 Mutations: Cytotoxicity of p53ts Cells at the Permissive Temperature; Potency, µM (doses to about 46.1 µM), without a hit: top-dose activity change, negative = cytotoxicity, most hits filed as cytotoxic; 130,000 compounds, 0.93% hits; H1299-p53A138V at 32C, ATP luminescence viability, 24 h;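 also: 0% = DMSO and -100% = full killing by reference compound; nearly all actives have a fitted effect of over 55% in size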
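Viability by ATPlite luminescence after 24 h compound treatment (up to 46 uM) at the permissive 32C. Cells are H1299 carrying p53 A138V. Scale runs from DMSO basal to 100 uM tamoxifen as full kill; AC50 from Hill fits.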
Peg3 imprint = qHTS Assay for Compounds that Induce Erasure of Genomic Imprints | Potency, µM (top dose mostly 60.7 µM), inactives show top-dose activity change, positive = activation, hits mostly activators | AID 1948, 2009 | 110,000 compounds, 0.02% hits | mouse ES Peg3-LacZ reporter, beta-gal luminescence, 40 h;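 also: 0% = negative control wells on the plate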
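Imprint erasure is scored as LacZ activity from the silenced maternal Peg3 allele in feeder-free female ES cells cultured 40 h with LIF. Luminescence is normalized to in-plate negative controls and fitted to the Hill equation.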
Starred values were filed as active, the others as inactive; u = inconclusive; x = not tested or not shown; & = joins results of further samples; [ ] = remark or other dose. Unless noted, calls follow the shape of the dose curve; as a rule, active = well fitted curve in the direction sought with a large enough effect; inconclusive = small, poorly fitted or top-dose-only effect, or another doubt; inactive = no such curve, though single readings can be large; an effect the other way counts as inactive or inconclusive. Unless noted, % is scaled to controls: 0 for no effect and ±100 for the full control effect; potency is read from the fitted curve at half-maximal effect.

SMILES	p53ts 39C kill	IkB signaling	p53ts 32C kill	Peg3 imprint
COC(=O)c1ccc(N2CCN(C)CC2)c(NC(=O)c2cc3ccccc3o2)c1	-7%	-1.2%	0%	-10%
CCOc1ccc(OCC)c(NC(=O)CC2Oc3ccccc3NC2=O)c1 (stereo unspecified)	-2%	4.9%	-1%	-9%
O=C(NCc1ccccc1)C1CCCN(C(=O)Nc2ccccc2)C1 (stereo unspecified)	-21%	-0.2%	-19%	-19%
C=CCn1c(Cc2ccc(OC(C)C)c(Cl)c2)nnc1SCC(N)=O	8%	0.2%	7%	23%
CCc1ccc(CNC(=O)CSc2c3c(nc4ccc(Cl)cc24)CCCC3)cc1	-7%	u	8%	-7%[10.9 µM]
O=C(CCN1C(=O)C2C3C=CC(C3)C2C1=O)NCCc1ccccc1Cl (stereo unspecified)	-2%	-1.5%	2%	-1%
Cc1ccc(-n2c3nc(=O)[nH]c(=O)c-3cc3c(C)nn(-c4ccccc4)c32)cc1C	21%	u	9%	5%[10.9 µM]
COc1cc(OC)cc(-n2c(=O)c3sccc3n(Cc3c(C)cc(C)cc3C)c2=O)c1	7%	1.5%	15%	-3%[10.9 µM]
N#Cc1cccc(NC(=O)N2CC3(CCN(C(=O)c4cc(C(F)(F)F)cc(C(F)(F)F)c4)CC3)C2)c1	-5%	1.6%[11.4 µM]	2%	x
CC(=O)N1CCC2(CC1)CN(Cc1ccc(C#N)cc1)C2	-1%	0.9%[11.4 µM]	-1%	x
CCOc1ccc(N(CC(=O)O)S(=O)(=O)c2ccc(OC)c(OC)c2)cc1	3%	4.9%	-3%	-5%
O=c1n(Cc2ccccc2Cl)c2sc3c(c2c2ncnn12)CCCC3	3%	-2.5%	12%	-16%
COc1ccc(C(=O)n2nnc3ccccc32)cc1Br	-4%	-0.6%	-1%	2%
O=C(Nc1ccc2oc(-c3cccnc3)nc2c1)c1ccc(-c2ccccc2)o1	u	u	-13%	-6%[10.9 µM]
O=C(O)c1ccccc1N[C@H](c1ccccc1)c1ccc2cccnc2c1O	u	6.7%[11.4 µM]	-19%[9.22 µM]	-17%[10.9 µM]
COc1ccc(OC)c(CCNc2nccn(-c3ccc(C)c(C)c3)c2=O)c1	-9%	u	-5%	-5%[10.9 µM]
COc1ccc(NC(=O)CSc2nc(-c3cccs3)cc(C(F)(F)F)c2C#N)cc1	-7%	2.1%	-2%	-9%[10.9 µM]
COc1ccc(OC)c(C2=NOC(C(=O)NCCN3CCOCC3)C2)c1 (stereo unspecified)	-6%	0.0%	16%	-6%
CCOC(=O)c1c(NC(C)=O)c2c3c(sc2n1Cc1nc(-c2cccc(Cl)c2)oc1C)CCCC3	-15%	u	2%	-10%[10.9 µM]
Cc1ccc(Nc2c(-c3ccc(N4CCOCC4)cc3)nc3ncccn23)cc1C	-11%	u	-5%	18%[10.9 µM]
CN(c1ccccc1C(=O)N1CCc2ccccc2C1)S(C)(=O)=O	4%	0.9%	3%	-5%
CC(C)c1ccc(S(=O)(=O)Nc2ccc(O)c(Sc3nc4ccccc4s3)c2)cc1	u	u	10%	-6%[10.9 µM]
Cc1ccc2c(CC(=O)NC3=NCCS3)coc2c1	-16%	-1.3%	-4%	-8%
CC(=O)c1cn(CC(=O)NCc2cccnc2)c2ccccc12	16%	0.0%	-1%	-4%
CC(=O)c1ccc(OCC(O)CN2CCOCC2)cc1 (stereo unspecified)	-3%	1.4%	5%	-10%
c1ccc(N2CCN(C3CCSC3)CC2)cc1 (stereo unspecified)	5%	0.0%	-2%	-11%
Nc1nc(SCC(=O)NCC2CCCO2)n[nH]1 (stereo unspecified)	7%	-0.3%	8%	1%
CCCN(CC(=O)Nc1ccccc1Br)CC(=O)Nc1ccc(F)c(F)c1F	9%	x	-17%	x
O=S(=O)(Cc1ccccc1)N1CCN(C/C=C/c2ccccc2)CC1	5%	0.5%	-1%	-3%
O=C(NCc1cccs1)C(Cc1ccccc1)NS(=O)(=O)c1cccs1 (stereo unspecified)	-6%	0.5%	-14%	-12%
Cc1cccc(CCNC(=O)c2cc(=O)[nH]c3ccc(Br)cc23)c1	9%	x	-4%	x
CCS(=O)(=O)N1CCCC(C(=O)NC2CCCC2)C1 (stereo unspecified)	-11%	-0.9%	-2%	-20%
O=S(=O)(Nc1c(F)cccc1F)c1ccc2c(c1)OCCO2	4%	1.2%	-2%	2%[10.9 µM]
CCc1c(C)nc2ncnn2c1N1CCC(C(=O)N2CCN(c3ccccc3)CC2)CC1	1%	-0.4%	-2%	-10%
COc1ncc2nc(-c3cn(C)c4ccccc34)c(=O)n(C)c2n1	13%	0.7%[11.4 µM]	0%	8%
Cc1nnc(N2CCC(C(=O)Nc3ccc(F)cc3)CC2)c2nn(-c3ccc(Cl)cc3)c(C)c12	u	u	-4%	5%[10.9 µM]
Cn1cccc1C(=O)N1CCC2(CCN(C(=O)Nc3ccccc3)CC2)CC1	2%	3.1%[11.4 µM]	-9%	x
COc1ccc(-c2[nH]c(-c3ccc(C)cc3)nc2SCC(=O)NCC2CCCO2)cc1 (stereo unspecified)	1%	5.7%	-6%	-6%[10.9 µM]
Cc1ccc(-n2c(Cc3ccccc3)nnc2SCc2nc(-c3cccs3)no2)cc1C	-3%	u	18%	-11%[10.9 µM]
COc1cccc(OC)c1OCCCSc1nc(C)cc(=O)[nH]1	15%	10.0%	17%	-15%
COC(=O)CSc1nnc2c3c4c(sc3nc(-n3nc(C)cc3C)n12)COC(C)(C)C4	-3%	-1.5%	5%	-7%
Cc1ccc(CN(C(=O)COc2cc(C)c(Cl)c(C)c2)c2ccccn2)o1	5%	u	-8%	-14%[10.9 µM]
COc1ccc(CCNC(=O)CCn2c(=O)c3ccccc3n(Cc3ccccc3F)c2=O)cc1OC	u	-0.2%	u	-13%[10.9 µM]
COc1cccc(NS(=O)(=O)c2c(C)cc(C)cc2C)c1	12%	5.2%	16%	-8%
Cc1c(NC(=O)CN2CC(C)OC(C)C2)c(=O)n(-c2ccccc2)n1C (stereo unspecified)	-1%	0.4%	-5%	u
CCOCCCNC(=O)C(c1ccc(Cl)cc1)N1CCN(C(=O)c2ccco2)CC1 (stereo unspecified)	-13%	1.0%	2%	12%
CN(C(=O)CSc1nnnn1-c1ccccc1)C1CCCCC1	6%	1.2%	1%	3%
CCCN1CCN(C(=O)C2CCN(S(=O)(=O)c3ccc4c(c3)oc(=O)n4C)CC2)CC1	-1%	-1.8%	1%	9%
CCOC(=O)NC1(C(F)(F)F)C(=O)NC(C)=C1C#N (stereo unspecified)	21%	x	5%	x
COc1cccc(C(=O)N(Cc2cccc(F)c2)C2CCS(=O)(=O)C2)c1 (stereo unspecified)	9%	1.2%	-1%	-12%[10.9 µM]
Next part
SMILES	p53ts 39C kill	IkB signaling	p53ts 32C kill	Peg3 imprint
CC(=O)N1CCc2c(sc3nc(SCC(C)C)n(-c4ccc(F)c(Cl)c4)c(=O)c23)C1	u	u	-14%	-11%[10.9 µM]
CCOc1ccc(NC(=O)CSc2ncn[nH]2)cc1	1%	3.6%	7%	-28%[10.9 µM]
CCN1CCN(CCCNC(=O)c2cnn(-c3ccc(C)cc3C)c2C2CCN(C(=O)OC(C)(C)C)CC2)CC1	5%	1.5%	2%	10%[10.9 µM]
N#Cc1c(N)nc2c(c1-c1ccncc1)CCCC2	4%	2.8%	9%	2%
NCCOB(c1ccccc1)c1ccccc1	-15%	3.5%	11%	-16%&0%&-20%
COCCn1c(-c2ccc(OC)cc2)cnc1N	-9%	2.6%	5%	-18%
CCCCNC(=S)NCCN1CCCCC1	5%	x	-20%	x
CCOC(=O)CC1C(=O)NCCN1C(=O)Nc1ccccc1 (stereo unspecified)	4%	-0.3%	6%	-8%
CN(C)S(=O)(=O)c1ccc(NC(=O)c2cc3ccccc3o2)cc1	-12%	-0.9%	-6%	-20%
COc1c(Cl)cc(-c2noc(C)c2C(=O)NC(C)C)cc1Cl	-1%	0.5%	-1%	-10%
CCCCN(c1ccccc1)c1ncnc2c1cnn2-c1ccc(Cl)cc1	-22%	-3.4%	-14%	-12%[10.9 µM]
Cc1ccc2c(c1)C(c1ccccc1)N(C(=O)c1ccc(OC(C)C)cc1)CC(=O)N2 (stereo unspecified)	6%	7.6%	16%	-11%[10.9 µM]
Cc1ccc(NCc2cc3cc4c(cc3n(CC(=O)Nc3ccc(C)cc3)c2=O)OCCO4)cc1	-13%	2.8%	2%	10%[10.9 µM]
C[n+]1cnn2c1SCC1(COC1)C2	11%	3.2%	3%	-12%
CCOC(=O)c1ccccc1NC(=O)Nc1cc2c(cc1N1CCCC1)n(C)c(=O)n2C	4%	1.8%	8%	-10%[10.9 µM]
O=C1CN(C(=O)CN2CCCC2)C(c2ccccc2)c2cc(Br)ccc2N1 (stereo unspecified)	6%	0.6%	-5%	-13%
Cc1ccc(-n2ncc(C(=O)N3CCc4ccccc4C3)c2C2CCN(C(=O)OC(C)(C)C)CC2)cc1C	0%	1.1%	-4%	20%[10.9 µM]
O=C(CSc1nc2c([nH]c3ccccc32)c(=O)n1-c1ccc(F)cc1)NC1CCCCC1	u	u	6%	-6%[10.9 µM]
Cc1ccc(NC(=O)CSc2nccn2C2CCCC2)cc1Cl	u	-2.0%	5%	-11%[10.9 µM]
COc1cc(/C=N/n2cnnc2)ccc1OC(=O)c1cccnc1	1%	u	-7%	-13%

Single records (already shown). Values in the order: p53ts 39C kill, IkB signaling, p53ts 32C kill, Peg3 imprint
Shown for Cc1ccc(-n2ncc(C(=O)N3CCc4ccccc4C3)c2C2CCN(C(=O)OC(C)(C)C)CC2)cc1C = 0%, 1.1%, -4%, 20%[10.9 µM]
Shown for Cc1ccc(NC(=O)CSc2nccn2C2CCCC2)cc1Cl = u, -2.0%, 5%, -11%[10.9 µM]
Shown for O=C1CN(C(=O)CN2CCCC2)C(c2ccccc2)c2cc(Br)ccc2N1 (stereo unspecified) = 6%, 0.6%, -5%, -13%
Shown for Cc1ccc2c(c1)C(c1ccccc1)N(C(=O)c1ccc(OC(C)C)cc1)CC(=O)N2 (stereo unspecified) = 6%, 7.6%, 16%, -11%[10.9 µM]
Shown for CCCCN(c1ccccc1)c1ncnc2c1cnn2-c1ccc(Cl)cc1 = -22%, -3.4%, -14%, -12%[10.9 µM]

Other structures:
SMILES	p53ts 39C kill	IkB signaling	p53ts 32C kill	Peg3 imprint
O=c1[nH]c2ccccc2c2nc3ccccn3c12	u	-4.2%	u	-76%[inhibitor]
CCOC(=O)CNC(=O)CSc1nc2nc(C)c(Br)cc2[nH]1	9%	-0.9%	-1%	-4%
CC(=O)c1c(C)[nH]c(C(=O)NCc2ccccn2)c1C	-12%	1.3%	-19%	-13%
Cc1cccc(CNC(=O)CCCN2C(=O)CCn3nc(-c4cccn4C)cc32)c1	-20%	1.5%	7%	-8%[10.9 µM]
Cc1cc(OCC(=O)NCCO)ccc1Cl	1%	x	3%	x
Cc1ccc(CNC(=O)c2coc(=O)c3ccccc23)o1	-9%	u	-3%	-9%
COc1ccc2cc(CN(CCCN3CCOCC3)Cc3nnnn3C3CCCC3)c(=O)[nH]c2c1	3%	0.2%	-10%	-1%
CCN(CC)C(=O)C1CCN(S(=O)(=O)c2ccc(C3CNC(=O)C3)cc2)CC1 (stereo unspecified)	2%	-1.2%	1%	-17%
CCCCCCN1Cc2ccccc2C1	1%	-0.4%	4%	22%
CCc1cc2c(=O)c(-n3cnc4ccccc43)coc2cc1O	-4%	0.0%	4%	-8%
Cc1nn(C)c2c1c(-c1ccccc1)cc(=O)n2Cc1ccccc1Cl	-4%	-0.3%	-4%	-3%[10.9 µM]
CN(C)S(=O)(=O)N(CC(=O)N1CCOCC1)c1ccccc1	7%	-0.9%	-3%	-1%
Cc1cccc2cc(C#N)c(NCCNC(=O)NC3CCCCC3)nc12	-1%	0.4%	-2%	-7%
COC(=O)c1ccccc1NC(=O)c1ncoc1-c1ccco1	-5%	-2.5%	9%	7%[10.9 µM]
CCN(CC)S(=O)(=O)c1cccc(C(=O)OCC(=O)N2CC(=O)Nc3ccccc32)c1	-1%	3.0%	5%	-9%
